Bioassay records deposited in PubChem by National Center for Advancing Translational Sciences (NCATS).
HEK293 tox = Cytotoxic Profiling in HEK 293 Cell Line of Diverse Libraries Using Quantitative High-Throughput Screening. HEK 293 viability, ATP luminescence (CellTiter-Glo), 48-72 h. Potency, µM (highest dose often 115 µM), for inactives: at the highest dose activity change, negative = cytotoxicity, usual class: inhibitors. actives 6.6% (n = 94,000). AID 1345083, 2018; further: potency means the concentration at half of the fitted maximal effect; nearly all actives have a fitted effect of over 60% in size
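CellTiter-Glo luminescence (cellular ATP) was read after 48 or 72 hr of compound exposure at 37 degree Celsius. Cells were HEK 293 plated at 250 cells/well.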
NIH3T3 tox = Cytotoxic Profiling in NIH 3T3 Cell Line of Diverse Libraries Using Quantitative High-Throughput Screening; NIH 3T3 viability, CellTiter-Glo ATP luminescence, 48-72 h; Potency, µM (highest dose often 96.7 µM), for inactives: top-dose activity change, negative = cytotoxicity, hits mostly inhibitors; actives 4.3% (n = 94,000); AID 1345082, 2018; further: potency means the concentration at half of the fitted maximal effect; nearly all actives have a fitted effect of over 55% in size
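Luminescent ATP readout (CellTiter-Glo, 10 min RT) after 48 or 72 hr compound exposure of NIH 3T3 cells seeded at 400 cells/well in 1536-well format; quantitative HTS.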
GPT2 inh = Primary qHTS assay for inhibitors of Glutamate pyruvate transaminase 2 (GPT2); Alanine aminotransferase 2 (Homo sapiens), Q8TD30; Potency, µM (titrated, usually from 57.7 µM), for the others: top-dose activity change, negative = inhibition, hits mostly inhibitors; actives 0.25% (n = 100,000); Recombinant GPT2, coupled pyruvate oxidase/HRP Amplex Red fluorescence; further: potency means the concentration at half of the fitted maximal effect; nearly all actives have a fitted effect of over 60% in size; many of its hits are not listed in these tables
Target sequence (Q8TD30 whole entry, looked up): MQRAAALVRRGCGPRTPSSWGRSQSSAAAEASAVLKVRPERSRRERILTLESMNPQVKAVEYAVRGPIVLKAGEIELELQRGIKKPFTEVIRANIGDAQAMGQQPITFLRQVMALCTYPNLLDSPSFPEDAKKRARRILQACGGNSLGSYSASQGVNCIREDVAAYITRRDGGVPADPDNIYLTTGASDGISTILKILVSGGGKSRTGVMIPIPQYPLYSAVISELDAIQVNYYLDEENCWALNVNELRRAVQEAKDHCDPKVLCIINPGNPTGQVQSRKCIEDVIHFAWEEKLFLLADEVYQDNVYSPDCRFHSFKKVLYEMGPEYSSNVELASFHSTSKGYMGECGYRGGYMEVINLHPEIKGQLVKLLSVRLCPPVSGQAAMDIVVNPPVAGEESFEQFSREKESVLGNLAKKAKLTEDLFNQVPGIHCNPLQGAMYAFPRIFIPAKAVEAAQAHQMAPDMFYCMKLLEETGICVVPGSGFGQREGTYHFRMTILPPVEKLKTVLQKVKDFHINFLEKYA
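Fluorescence read-out: pyruvate from GPT2 turnover coupled to pyruvate oxidase, HRP and Amplex Red (0.2mM ThPP, 0.2U/mL PO and HRP, 50uM Amplex final). Substrates 250uM a-KG, 2mM L-alanine; enzyme 10ng/uL; 30 min RT.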
SNCA expr inhib = Primary qHTS assay for inhibitors of alpha-synuclein gene (SNCA) expression. Potency, µM (doses to about 57.2 µM), without a hit: at the top dose activity change, negative = inhibition, actives largely listed as inhibitors. HEK-293 SNCA-luciferase knock-in, luminescence, 24 h. actives 0.17% (n = 140,000);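 further: potency means the concentration at half of the fitted maximal effect; plate controls were DMSO cells for no effect and cell-free wells for full effect; nearly all actives have a fitted effect of over 45% in size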
IP6K1 inhibitor = Primary qHTS assay for small molecule inhibitors of Inositol hexaphosphate kinase 1 (IP6K1); IP6K1 kinase, ADP-Glo luminescence, 2 h; hits give low values; activity change, % (series mostly up to about 58 µM); actives 0.81% (n = 140,000); in the data active means activity change below about -25%
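ADP-Glo luminescence measures ADP made by human IP6K1 during a 2 h RT reaction with ATP/IP6 (mix at 1.3 mM/130 uM); top library doses 57.5 and 19.1 uM final.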
Luciferase inh = Firefly luciferase inhibition profiling of diverse chemical library using quantitative high-throughput screening. actives 2.5% (n = 76,000). purified P. pyralis luciferase, luminescence, biochemical. Potency, µM (series often up to 115 µM), without a hit: at the highest dose activity change, negative = inhibition, hits mostly inhibitors. Luciferin 4-monooxygenase (Photinus pyralis), P08659; further: potency means the concentration at half of the fitted maximal effect; nearly all actives have a fitted effect of over 65% in size
Target sequence (P08659 whole entry, looked up): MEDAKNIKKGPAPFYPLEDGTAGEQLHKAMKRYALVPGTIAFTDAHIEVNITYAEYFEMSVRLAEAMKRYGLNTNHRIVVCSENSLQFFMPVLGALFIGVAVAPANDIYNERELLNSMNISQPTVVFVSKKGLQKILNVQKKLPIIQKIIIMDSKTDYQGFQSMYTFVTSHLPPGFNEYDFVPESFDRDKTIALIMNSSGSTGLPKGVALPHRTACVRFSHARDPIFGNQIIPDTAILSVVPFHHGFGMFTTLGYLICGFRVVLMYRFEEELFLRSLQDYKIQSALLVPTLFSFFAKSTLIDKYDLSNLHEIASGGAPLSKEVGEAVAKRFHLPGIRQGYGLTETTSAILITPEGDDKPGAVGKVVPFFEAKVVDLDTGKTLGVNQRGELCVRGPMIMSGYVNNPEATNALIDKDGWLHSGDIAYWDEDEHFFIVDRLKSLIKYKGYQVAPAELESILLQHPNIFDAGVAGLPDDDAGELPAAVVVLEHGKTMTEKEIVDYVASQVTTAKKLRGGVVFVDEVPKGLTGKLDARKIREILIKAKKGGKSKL
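Luminescence read by CCD imaging after purified firefly luciferase (10nM final) was added to substrate buffer holding 10uM D-luciferin and 10uM ATP, pH 7.5, pre-dosed with compound.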
HEK293 viab = GF-AFC viability counterscreen for inhibitors of alpha-synuclein gene (SNCA) expression. HEK-293-SNCA-luc viability, GF-AFC fluorescence, 24 h. Potency, µM (top dose mostly 57.1 µM), without a hit: at the top dose activity change, negative = cytotoxicity, actives largely listed as cytotoxic. actives 0.12% (n = 150,000). AID 1671193, 2021;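 further: potency means the concentration at half of the fitted maximal effect; 0% = DMSO-treated cells and -100% = medium-only wells without cells; nearly all actives have a fitted effect of over 30% in size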
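HEK-293-SNCA-luc cells (1500/well) plated 24 h, then exposed 24 h to a dilution series; GF-AFC added 30 min at 37C, fluorescence 405/540 nm; normalised to medium-only and DMSO wells, Hill fit.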
The depositor's hits bear a star; [ ] = remark or other dose. Unless noted, the call rests on the fitted dose curve; in most records, active means well fitted curve in the direction sought with a large enough effect; inconclusive means small, poorly fitted or top-dose-only effect, or another doubt; inactive means no such curve, though single readings can be large; an effect the other way counts as inactive or inconclusive. Unless noted, on the % scale 0 is the no-effect control and ±100 the full control effect.

How did COc1ccc(CCNC(=O)CCCCn2c(=O)c3ccccc3n(CC(=O)Nc3ccccc3C)c2=O)cc1OC do in these assays?
SNCA expr inhib: 31%[activator]; IP6K1 inhibitor: -7; HEK293 viab: -11%

Results for Cc1c(C(=O)NCc2cccc(Cl)c2)sc2ncnc(N(C)C3CCCCC3)c12 ?
SNCA expr inhib: inconclusive; IP6K1 inhibitor: 6; HEK293 viab: 8%

How did COc1ccc(CN2CCC3(CC2)CC(O)CCO3)cc1 (centres undefined) do in these assays?
HEK293 tox: -24%; NIH3T3 tox: -12%; GPT2 inh: inactive; SNCA expr inhib: 21%; IP6K1 inhibitor: 4; Luciferase inh: -3%; HEK293 viab: 1%

How did O=C(Nc1ccccc1)Nc1ccc(-c2nnc3n2CCCC3)cc1 do in these assays?
HEK293 tox: 3%; NIH3T3 tox: inactive; GPT2 inh: inactive; SNCA expr inhib: 13%; IP6K1 inhibitor: 22; Luciferase inh: -8%; HEK293 viab: 4%

Results for O=C1CC2CCN(C(=O)c3ccccc3)CC2CCN1 (centres undefined) ?
HEK293 tox: 4%[172 µM]; NIH3T3 tox: inactive; GPT2 inh: -18%[88.5 µM]; SNCA expr inhib: -23%[87.6 µM]; IP6K1 inhibitor: -11; HEK293 viab: 0%[87.6 µM]

How did CCOCC(=O)N1CCC2(CC1)CC(Cc1nc(-c3ccncc3)no1)CCO2 (centres undefined) do in these assays?
HEK293 tox: -28%; NIH3T3 tox: -13%; GPT2 inh: inactive; SNCA expr inhib: 16%; IP6K1 inhibitor: -9; Luciferase inh: -4%; HEK293 viab: -2%

How did Cc1ccc(C(=O)N2CC3CC(C2)[C@H]2CCCC(=O)N2C3)s1 (some centres undefined) do in these assays?
HEK293 tox: 4%; NIH3T3 tox: inactive; GPT2 inh: inconclusive; SNCA expr inhib: 8%; IP6K1 inhibitor: 16; Luciferase inh: 4%; HEK293 viab: 2%

How did CN1Cc2c(cc(N3CCOCC3)nc2-c2cccc(F)c2)C1=O do in these assays?
HEK293 tox: inconclusive; NIH3T3 tox: 8.9µM*; GPT2 inh: -7%[88.5 µM]; SNCA expr inhib: 16%[87.6 µM]; IP6K1 inhibitor: 16; Luciferase inh: 8%[172 µM]; HEK293 viab: -7%[87.6 µM]

Results for Fc1ccc(-c2cc(-c3nc(-c4ccc(Cl)cc4)no3)[nH]n2)cc1 ?
SNCA expr inhib: 33%[activator]; IP6K1 inhibitor: 16; HEK293 viab: -4%

How did Fc1ccc(CNC2(Cc3cc(-c4ccc(F)cc4)on3)COC2)cc1 do in these assays?
HEK293 tox: inconclusive; NIH3T3 tox: inconclusive; GPT2 inh: -8%[88.5 µM]; SNCA expr inhib: -13%[87.6 µM]; IP6K1 inhibitor: -1; Luciferase inh: 0%[172 µM]; HEK293 viab: -10%[87.6 µM]

What do the screens show for `O=C(COc1ccccc1F)Nc1nnc(SCc2cc(=O)n3ccccc3n2)s1`?
SNCA expr inhib: 5%; IP6K1 inhibitor: -11; HEK293 viab: -1%

How did C=CCOC(=O)C1=C(C)N=C2SC=C(CC(=O)NCc3ccco3)N2C1c1cccc(C)c1 (centres undefined) do in these assays?
HEK293 tox: -17%; NIH3T3 tox: inconclusive; GPT2 inh: inconclusive; SNCA expr inhib: -21%; IP6K1 inhibitor: 11; Luciferase inh: -9%; HEK293 viab: 2%

How did O=C(Nc1cccc(F)c1F)C1CCN(c2ncccn2)CC1 do in these assays?
SNCA expr inhib: -2%; IP6K1 inhibitor: -3; HEK293 viab: 11%

How did CCC/C=C/c1cc2c(C=O)c(O)c(CC=C(C)C)cc2o1 do in these assays?
GPT2 inh: inactive; IP6K1 inhibitor: -2; HEK293 viab: -23%

How did CCOCCNC(=O)c1cc(-c2cccc(F)c2)nc2c1cnn2C do in these assays?
HEK293 tox: -29%[172 µM]; NIH3T3 tox: inconclusive; IP6K1 inhibitor: 6

How did Cc1noc(-c2ccc(-c3ccc(CC(=O)O)cc3)cc2)c1NC(=O)O[C@H](C)c1ccccc1Cl do in these assays?
GPT2 inh: -5%; IP6K1 inhibitor: -9; HEK293 viab: -18%

Results for Cc1nnc2ccc(NC(C)C)nn12 ?
HEK293 tox: -24%; NIH3T3 tox: -18%; GPT2 inh: 2%; SNCA expr inhib: 23%; IP6K1 inhibitor: 4; Luciferase inh: -3%; HEK293 viab: 4%

How did COCCNC(=O)C1c2ccccc2C(=O)N(CC(C)C)C12CCCCC2 (centres undefined) do in these assays?
HEK293 tox: -4%; NIH3T3 tox: -21%; GPT2 inh: inactive; SNCA expr inhib: -4%; IP6K1 inhibitor: -1; Luciferase inh: 4%; HEK293 viab: -6%

Results for Cc1cc(C)n(CC(=O)N2CCC3(CC2)CC(CN2CCOCC2)N(C)C3)n1 (centres undefined) ?
HEK293 tox: -16%; NIH3T3 tox: -15%; GPT2 inh: inactive; SNCA expr inhib: 4%; IP6K1 inhibitor: -12; HEK293 viab: 4%

What do the screens show for `COc1ccc(-c2cc(C(=O)NCc3ccc(Cl)cc3)c3cnn(C)c3n2)cc1`?
HEK293 tox: inconclusive; NIH3T3 tox: inconclusive; GPT2 inh: inactive; SNCA expr inhib: -8%; IP6K1 inhibitor: 5; HEK293 viab: -13%

What do the screens show for `COCCNC(=O)c1cc(-c2ccccc2C(F)(F)F)nc2onc(C3CCCN3)c12` (centres undefined)?
HEK293 tox: -1%; NIH3T3 tox: 4%; GPT2 inh: inactive; SNCA expr inhib: 2%; IP6K1 inhibitor: 2; HEK293 viab: 3%

Results for CC(C)c1ccc(NC(=O)C2(Cc3cccnc3)CCCCC(=O)N2)cc1 (centres undefined) ?
HEK293 tox: -21%; NIH3T3 tox: inconclusive; GPT2 inh: 5%; SNCA expr inhib: inconclusive; IP6K1 inhibitor: 14; Luciferase inh: -3%; HEK293 viab: -7%

What do the screens show for `CCOC(=O)c1cc2c(=O)n3ccccc3nc2n(CCOC)c1=NC(=O)C(C)(C)Oc1ccc(Cl)cc1`?
SNCA expr inhib: -9%; IP6K1 inhibitor: -8; HEK293 viab: 2%

What do the screens show for `O=C(C1CC1)N1C[C@@H]2OCC(=O)N(Cc3ccccc3)[C@@H]2C1`?
HEK293 tox: inactive; NIH3T3 tox: inactive; GPT2 inh: 0%[88.5 µM]; SNCA expr inhib: -5%[87.6 µM]; IP6K1 inhibitor: 4; Luciferase inh: 4%[172 µM]; HEK293 viab: 3%[87.6 µM]

How did COc1ccc(CCNc2nc3cc(OC)c(OC)cc3c3nc(-c4cccnc4)nn23)cc1OC do in these assays?
SNCA expr inhib: 9%; IP6K1 inhibitor: -15; HEK293 viab: 23%

Results for CCn1cc(S(=O)(=O)N2CCCC(Cc3ncc(C)n3Cc3ccccc3)C2)cn1 (centres undefined) ?
HEK293 tox: -24%; NIH3T3 tox: -3%; GPT2 inh: -1%; SNCA expr inhib: 10%; IP6K1 inhibitor: -8; Luciferase inh: 4%; HEK293 viab: -3%

What do the screens show for `Cc1ccc(S(=O)(=O)Nc2nc3c(s2)C[C@@H]2[C@](C)(CO)[C@H](O)CC[C@@]2(C)[C@@H]3CC(=O)O)cc1`?
HEK293 tox: inactive; NIH3T3 tox: 0%; GPT2 inh: inactive; SNCA expr inhib: 6%; IP6K1 inhibitor: -7; Luciferase inh: -2%; HEK293 viab: 1%

Results for O=C(Nc1cccc(Cl)c1)c1nc2sccn2c1-c1cccnc1 ?
HEK293 tox: 0%; NIH3T3 tox: -8%; GPT2 inh: -6%; SNCA expr inhib: -10%; IP6K1 inhibitor: -2; HEK293 viab: inconclusive

How did O=C(c1ccccc1Cl)N1CCCC(c2nn(-c3ccc(F)cc3)c(=O)[nH]2)C1 (centres undefined) do in these assays?
HEK293 tox: inconclusive; NIH3T3 tox: inconclusive; GPT2 inh: inactive; SNCA expr inhib: 27%; IP6K1 inhibitor: 10; Luciferase inh: 9%; HEK293 viab: 2%

What do the screens show for `COc1ccc(C(=O)N2CCCn3nc(C)c(-c4ccccc4-c4ccccc4)c32)cn1`?
HEK293 tox: inconclusive; NIH3T3 tox: inconclusive; GPT2 inh: -10%[88.5 µM]; SNCA expr inhib: -22%[87.6 µM]; IP6K1 inhibitor: -8; Luciferase inh: -4%[172 µM]; HEK293 viab: 2%[87.6 µM]

What do the screens show for `CC(=O)NC1(C)CCN(Cc2cccc(-c3cccc(Cl)c3)c2)C1` (centres undefined)?
HEK293 tox: 79µM*; NIH3T3 tox: inconclusive; GPT2 inh: -13%[88.5 µM]; SNCA expr inhib: 94%[activator][87.6 µM]; IP6K1 inhibitor: 5; Luciferase inh: inconclusive; HEK293 viab: 8%[87.6 µM]

Results for CCOc1ccc(/C=C/c2nc(C#N)c(N3CCN(CC)CC3)o2)cc1 ?
SNCA expr inhib: -13%; IP6K1 inhibitor: -19; HEK293 viab: -4%

How did CCCc1nc(C)n2ccn(Cc3cccc(C#N)c3)c(=O)c12 do in these assays?
HEK293 tox: -7%; NIH3T3 tox: -8%; GPT2 inh: -4%; SNCA expr inhib: 0%; IP6K1 inhibitor: 8; Luciferase inh: -5%; HEK293 viab: 8%

Results for CN(C)S(=O)(=O)N1[C@@H]2CC[C@H]1CC(NC(=O)c1ccc(F)cc1)C2 (some centres undefined) ?
HEK293 tox: -1%; NIH3T3 tox: -9%; GPT2 inh: -3%; SNCA expr inhib: 15%; IP6K1 inhibitor: 20; Luciferase inh: -4%; HEK293 viab: 7%

What do the screens show for `CCOC(=O)CCNC(=O)N1CCC(CC2CC2)(NS(C)(=O)=O)CC1`?
HEK293 tox: -8%; NIH3T3 tox: -16%; GPT2 inh: inactive; SNCA expr inhib: 28%; IP6K1 inhibitor: 17; HEK293 viab: 3%

What do the screens show for `COCc1cc(=O)n(CC(=O)Nc2cccc(Cl)c2)c(N2CCOCC2)n1`?
HEK293 tox: -5%; NIH3T3 tox: -16%; GPT2 inh: 0%; SNCA expr inhib: -9%; IP6K1 inhibitor: 5; Luciferase inh: 3%; HEK293 viab: -17%

Two compounds drawn at random from those above, as already listed:
How did CCC/C=C/c1cc2c(C=O)c(O)c(CC=C(C)C)cc2o1 do in these assays?
GPT2 inh: inactive; IP6K1 inhibitor: -2; HEK293 viab: -23%

What do the screens show for `O=C(COc1ccccc1F)Nc1nnc(SCc2cc(=O)n3ccccc3n2)s1`?
SNCA expr inhib: 5%; IP6K1 inhibitor: -11; HEK293 viab: -1%
